Source: PubChem (NCI)
Growth percent in the NCI-60 one-dose screen (48 h, 10 µM unless noted): 100 = growth as untreated, 0 = no growth, -100 = all killed.
LOX IMVI: LOX IMVI melanoma; 79,000 tested, 7.4% active
MDA-MB-468: MDA-MB-468 breast cancer. 78,000 tested, 8.5% active. AID 2202374
T-47D: T-47D breast cancer; 79,000 tested, 5% active; AID 1794792
MDA-MB-231: MDA-MB-231 breast cancer; AID 1794789; 81,000 tested, 5% active
SK-MEL-28: SK-MEL-28 melanoma; 81,000 tested, 4.1% active; AID 1794761
HS 578T: HS 578T breast cancer; 78,000 tested, 4.1% active; AID 1794788
MCF7: MCF7 breast cancer. 82,000 tested, 6.3% active. AID 1794796
BT-549: BT-549 breast cancer; 78,000 tested, 4.4% active; AID 1794793
An asterisk follows results filed as active; nt = not tested or not shown; & = joins results of further samples; ! = not active in a repeat; [ ] = remark or other dose. The calls were made as follows: active = growth percent below 10; inactive = the rest.

SMILES | LOX IMVI | MDA-MB-468 | T-47D | MDA-MB-231 | SK-MEL-28 | HS 578T | MCF7 | BT-549
CC(=O)Nc1nc2c(s1)Nc1cc(Cl)c(Cl)cc1NC2=O | nt | 100.8 | 92.3 | 114.4 | 105.6 | 110.4 | 97.3 | 103.0
CCCSc1nc(NC2CC2)c(C#N)c(-c2ccccc2)n1 | 108.0 | 129.4 | 86.7 | 93.0 | 117.3 | 96.4 | 102.5 | 102.6
COc1ccc(-c2nc(-c3ccccc3)c(-c3ccccc3)n2CCc2ccc(S(N)(=O)=O)cc2)cc1 | 88.9 | 95.0 | 98.3 | 99.7 | 104.1 | 105.3 | 86.5 | 104.7
O=C1OC(Oc2ccc(Br)cc2)(c2ccccc2)c2ccccc21 (stereo not drawn) | 83.2&77.5 | 75.1&69.8 | 76.6&73.6 | 107.2&86.4 | 120.2&100.9 | 84.7&97.6 | 100.8&89.0 | 120.5&88.4
CCNC(=S)n1nc(-c2cccc(Cl)c2)nc1N | 98.9 | 106.5 | 92.7 | 102.9 | 119.9 | 103.4 | 92.0 | 104.9
CC(C)(C)c1ccc(N2C(=O)[C@@]3(Oc4ccccc4[C@H]4CC(c5ccc(Br)cc5)=NN43)c3ccccc32)cc1 | 33.2 | 35.3 | 25.4 | 48.9 | 84.6 | 69.0 | 19.9 | 69.9
CCCCCCCCCCC/C=N/Nc1ccc([N+](=O)[O-])cn1 | 106.6 | 123.3 | 101.6 | 103.9 | 108.5 | 98.5 | 89.9 | 109.6
O=C(Nc1nc2c(F)cc(F)cc2s1)C(Cl)(Cl)Cl | 100.6 | 97.8 | 99.2 | 96.3 | 98.8 | 94.2 | 87.3 | 110.7
c1ccc(CSc2nnc(-c3cc(-c4ccccc4)nc4ccccc34)o2)cc1 | 78.5 | 62.3 | 43.3 | 72.6 | 103.2 | 81.1 | 78.9 | 81.0
COC(=O)N[C@H]1CCc2cc(OC)c(OC)c(OC)c2-c2ccc(SC)c(=O)cc21 | 15.7 | -32.0* | 50.2 | -22.3* | 56.9 | 2.6* | 14.7 | -4.1*
CC(=O)[C@H]1CC[C@H]2[C@@H]3CC[C@H]4CC=CC[C@]4(C)[C@H]3CC[C@]12C | 95.4 | 84.7 | 95.2 | 99.4 | 89.1 | nt | 114.3 | 102.2
N#CC1c2ccccc2-c2ccccc2N1C(=O)c1ccccc1 (stereo not drawn) | 29.9 | 32.9 | 73.7 | 16.6 | 58.3 | 7.5* | 22.3 | 21.5
CC/C=C\C[C@H](O)C/C=C1/C(=O)C=C[C@@H]1C/C=C\CCCC(=O)N(C)C | -84.3* | -67.8* | 10.7 | 18.3 | 21.5 | 16.4 | 7.8* | -34.8*
O=c1c2oc3ncccc3c2ncn1-c1ccccc1 | 92.3 | 108.2 | 84.6 | 87.1 | 111.5 | nt | 101.4 | 88.6
COc1cc(OC)c(/C=C/C(=O)c2ccc(Nc3ncnc4cc(OC)c(OC)cc34)cc2)c(OC)c1 | 91.9 | 93.0 | 83.6 | 75.9 | 53.3 | 62.4 | 79.9 | 86.5
O=C(c1ccc2nc(NS(=O)(=O)c3ccc4ccccc4c3)sc2c1)N1CCN(c2ccc(Cl)c(Cl)c2)CC1 | 101.7 | 109.3 | 88.7 | 111.0 | 107.5 | 89.5 | 97.6 | 105.0
COc1ccccc1C(=O)Nc1cccc(C2CC(=O)c3c(cc(OC)c(OC)c3OC)O2)c1 (stereo not drawn) | 99.3 | 68.0 | 58.8 | 83.8 | 102.5 | 85.6 | 84.6 | 91.5
Brc1ccc2oc3ccccc3c2c1 | 97.0 | 84.1 | nt | nt | 105.0 | 85.4 | 94.9 | 94.2
NCCCC[C@H](N[C@@H](CCc1ccccc1)C(=O)O)C(=O)N1CCC[C@H]1C(=O)O | 95.5 | 102.9 | 101.8 | 102.9 | 110.8 | 108.4 | 106.3 | 115.0
O=C1C(=O)c2ccccc2C(O)=C1CCCc1ccc(Oc2ccccc2)cc1 | 38.9 | 44.7 | nt | 89.1 | 74.8 | 95.7 | 83.3 | 60.9
CN1CCN(Cc2ccc(NC(=O)c3cncc(C#Cc4cnc(N)cc4C#N)c3)cc2C(F)(F)F)CC1 | -84.6* | -4.2* | 24.7 | 6.8* | 1.0* | -8.1* | 18.7 | 37.5
C/C=C\COc1cc(C)c(Cl)cc1Cl | 106.5 | 91.5 | 104.7 | 110.9 | 104.1 | 121.1 | 98.4 | 126.5
Cc1nc(N)c(Br)c(C)c1Br | 100.5 | 94.5 | 103.1 | 107.4 | 109.1 | 107.0 | 100.5 | 108.7
O=c1c2sc3ncc(Br)cc3c2ncn1-c1ccccc1 | nt | 88.6 | 83.9 | 55.4 | 91.5 | 60.5 | 94.1 | 94.5
COc1ccc(SC2c3cc(OC)ccc3Oc3nc(N)c(C#N)c(N)c32)cc1 (stereo not drawn) | 5.2* | 98.6 | 77.4 | 82.1 | 111.1 | 81.0 | 49.2 | 24.5
(continued)
SMILES | LOX IMVI | MDA-MB-468 | T-47D | MDA-MB-231 | SK-MEL-28 | HS 578T | MCF7 | BT-549
Cc1ccn2c(C(=O)c3ccc(Br)cc3)cc(C(=O)/C=C/c3ccc(N(C)C)cc3)c2c1 | 102.1 | 94.9 | 90.5 | 102.0 | 106.9 | 111.2 | 88.5 | 115.2
CC(C)(N)CO[C@H]1C[C@H]2CC[C@@]1(C)C2(C)C | 98.6 | 84.0 | nt | nt | 94.7 | 81.9 | 92.5 | 93.5
Cc1ccc(C2CC(c3ccc(NC(=O)Nc4ccccc4)cc3)=NN2c2ccc(S(N)(=O)=O)cc2)cc1 (stereo not drawn) | -100.0* | -93.4* | -74.7* | -90.8* | -99.7* | -28.7* | -82.4* | -79.6*
O=C(NC1CC(=O)N(Cc2cccc(C(F)(F)F)c2)C1)c1cc(C(F)(F)F)ccc1O (stereo not drawn) | 99.6 | 87.2 | 97.2 | 94.4 | 100.6 | 99.2 | 95.8 | 98.7
O=C(CSc1nc2ccccc2c(=O)n1-c1ccccc1)N/N=C/c1ccc(N2CCOCC2)cc1 | 105.6 | 105.4 | 106.8 | 103.2 | 114.0 | 107.5 | 97.2 | 110.2
O=c1/c(=C/Nc2cccc(O)c2)sc2ncnn12 | 99.3 | 108.8 | 80.3 | 100.7 | 104.2 | 106.9 | 93.1 | 97.9
COc1ccc(Cc2nnc(NC(=O)C(N)Cc3ccccc3)s2)cc1 (stereo not drawn) | 90.6 | 109.8 | 89.1 | 101.8 | 101.7 | 105.1 | 92.0 | 105.9
O=C(O)c1ccc2c(c1Nc1ccccc1)C(=O)c1ccccc1C2=O | 85.6 | 101.9 | 95.8 | 92.1 | 112.8 | 97.9 | 92.7 | 82.2
Oc1ccc2ccccc2c1N=Nc1ccccn1 | 6.2* | -28.6* | 12.7 | 36.3 | 40.7 | nt | 0.1* | nt
O=C1CNc2cccc3cccc(c23)NC1 | 103.9 | 99.3 | 100.6 | 97.6 | 119.9 | 107.6 | 97.1 | nt
COc1ccc(C(C)(C)C)cc1C(=O)c1ccccc1 | 100.2 | 108.2 | 80.9 | nt | 102.3 | 108.8 | 102.1 | nt
CCOC(=O)C1=NNC(C(=O)OCC)C1c1ccccc1 (stereo not drawn) | 98.3 | 95.1 | 101.2 | 96.9 | 103.7 | 108.7 | 98.1 | 127.8
O=C1C(=O)c2ccccc2C(O)=C1CCCc1ccc(C2CCCCC2)cc1 | nt | 17.5 | 44.0 | 52.1 | 47.4 | 53.4 | 32.9 | 52.6
COc1ccc(-c2nc3sc(C)nn3c2-c2nc3cc(C)c(C)cc3[nH]2)cc1 | 94.8 | 113.1 | 95.4 | 99.6 | 96.0 | nt | 88.6 | 96.5
COc1ccc(C(=O)Nc2nc(-c3ccc(Cl)cc3)cs2)cc1 | nt | 95.9 | 89.1 | 105.1 | 100.6 | 94.3 | 92.9 | 105.2
CN([O-])c1nc(N(C)[O-])nc(N2CCOCC2)n1.CN([O-])c1nc(N(C)[OH2+])nc(N2CCOCC2)n1.[Fe+3] | 38.9[100 µM] | -52.3*[100 µM] | 93.0[100 µM] | 109.9[100 µM] | -26.4*[100 µM] | 98.2[100 µM] | 90.1[100 µM] | 85.8[100 µM]
CCOC(=O)Cc1ccc([N+](=O)[O-])cc1 | 98.6 | 98.3 | 93.6 | 98.4 | 103.5 | 92.8 | 95.5 | 94.4
N#CCCN1CCN(CCC#N)c2ccccc21 | 89.6 | 108.9 | 102.0 | 101.1 | 118.4 | 116.2 | 103.9 | 111.2
COc1ccc(-n2cc3c(c2-c2ccccc2)CCc2cnoc2-3)cc1 | 79.5 | 87.7 | 49.5 | 81.5 | 108.7 | 101.3 | 103.9 | 110.5
O=C(CCCCCCC(=O)Nc1ccc(C(=O)/C=C/c2cn(-c3ccccc3)nc2-c2ccccc2)cc1)NO | 71.9 | 71.3 | 51.2 | 76.5 | 87.7 | 51.4 | 71.0 | 83.9
COc1cc(OC)cc(C(=O)Nc2cccc(C#Cc3cccc4[nH]nc(N)c34)c2)c1 | 31.9 | 31.8 | 31.2 | 19.1 | 50.3 | -21.9* | 26.2 | 33.7
COC(=O)c1[nH]cc2c1[C@]1(CNc3ccc(Cl)cc31)c1[nH]c3ccc(Cl)cc3c1-2 | 75.3 | 38.7 | 46.9 | 62.2 | 96.9 | 68.3 | 41.3 | 86.8
CSc1ncc2[nH]cnc2n1 | 96.4 | 113.3 | 80.7 | 113.0 | 103.5 | 103.8 | 92.0 | 99.9
COc1ccc(-c2nn3c(-c4cccnc4)nnc3s2)cc1OC | 101.2 | 102.9 | 98.6 | 110.8 | 106.8 | 109.4 | 95.7 | 92.9
N=c1nc(N)nc2c3cc(Br)ccc3nnn12 | 80.8 | 73.5 | 68.2 | 70.4 | 98.1 | 82.1 | 71.3 | 70.8

The closing two entries of the part before come first, to join the parts.
SMILES | LOX IMVI | MDA-MB-468 | T-47D | MDA-MB-231 | SK-MEL-28 | HS 578T | MCF7 | BT-549
COc1ccc(-c2nn3c(-c4cccnc4)nnc3s2)cc1OC | 101.2 | 102.9 | 98.6 | 110.8 | 106.8 | 109.4 | 95.7 | 92.9
N=c1nc(N)nc2c3cc(Br)ccc3nnn12 | 80.8 | 73.5 | 68.2 | 70.4 | 98.1 | 82.1 | 71.3 | 70.8
CCCCCCCCNC(=O)C(C)O (stereo not drawn) | 97.0 | 100.0 | 108.4 | 112.8 | 109.0 | 109.3 | 96.9 | 110.8
COc1ccc(NC(=O)[C@H](C)NC(=O)OC(C)(C)C)cc1C(=O)Nc1cccc(-c2cc(=O)c3c(OC)c(OC)c(OC)cc3o2)c1 | -73.7* | 4.4* | -24.7* | -46.4* | 0.8* | -9.5* | -9.7* | -85.0*
COc1ccc(-c2cc(-c3cn(-c4ccccc4)nc3-c3ccc(OCc4ccccc4)cc3)on2)cc1 | 74.6 | 68.1 | 60.3 | 54.5 | 101.6 | 92.6 | 51.9 | 107.9
O=C(O)C(Cc1c[nH]c2ccc(O)cc12)NCC1(O)OCC(O)C(O)C1O (stereo not drawn) | 90.3 | 104.2 | 101.3 | 92.7 | 103.5 | 106.4 | 96.8 | 132.5
CCC(=O)Cc1ccccn1 | 101.0 | 103.2 | 111.8 | 118.6 | 99.9 | 96.3 | 105.6 | nt
COc1ccc(CNCCCN2C(=O)c3ccc4c5c(ccc(c35)C2=O)C(=O)N(CCCNCCCCNCCCN)C4=O)c(OC)c1OC | 6.6* | -85.6* | -44.4* | 28.0 | 29.0 | 73.1 | -19.7* | 60.4
Nc1ncc(-c2ccc(NS(=O)(=O)c3ccc(Cl)c(Cl)c3)cc2)[nH]1 | 89.5 | 90.1 | 76.7 | 91.2 | 99.3 | 79.5 | 75.0 | 69.9
CCCCCN(CCCCC)CC(O)c1cc2c(c3ccccc13)CCCC2 (stereo not drawn) | 40.8&43.1 | 81.2&72.1 | 54.1&51.1 | 8.6*! | 57.1&89.1 | 2.9*! | 23.5&44.8 | 59.8&88.8
COc1cc(C2=NN(c3ccccc3)C(c3cccc(Nc4ccnc5cc(C(F)(F)F)ccc45)c3)C2)cc(OC)c1OC (stereo not drawn) | 81.9 | 92.2 | 76.5 | 85.9 | 100.1 | 99.0 | 80.6 | 114.1
Cc1cc(C)n(C(=O)c2sc(=S)n(-c3ccccc3)c2/N=C2\NC(=O)CS2)n1 | 98.1 | 88.1 | 102.3 | 107.2 | 111.9 | 106.5 | 91.6 | 96.3
CC(=O)Oc1ccc(OC(C)=O)c2c1CC1(C)OC1(C)C2 (stereo not drawn) | 114.3 | nt | 106.6 | nt | 102.6 | 93.6 | 101.2 | 110.5

Whole records as entered above. Order of screens: LOX IMVI | MDA-MB-468 | T-47D | MDA-MB-231 | SK-MEL-28 | HS 578T | MCF7 | BT-549
CCNC(=S)n1nc(-c2cccc(Cl)c2)nc1N across the screens: 98.9 | 106.5 | 92.7 | 102.9 | 119.9 | 103.4 | 92.0 | 104.9
O=c1c2oc3ncccc3c2ncn1-c1ccccc1 across the screens: 92.3 | 108.2 | 84.6 | 87.1 | 111.5 | nt | 101.4 | 88.6
COC(=O)N[C@H]1CCc2cc(OC)c(OC)c(OC)c2-c2ccc(SC)c(=O)cc21 across the screens: 15.7 | -32.0* | 50.2 | -22.3* | 56.9 | 2.6* | 14.7 | -4.1*
COc1ccc(C(C)(C)C)cc1C(=O)c1ccccc1 across the screens: 100.2 | 108.2 | 80.9 | nt | 102.3 | 108.8 | 102.1 | nt
CC(C)(N)CO[C@H]1C[C@H]2CC[C@@]1(C)C2(C)C across the screens: 98.6 | 84.0 | nt | nt | 94.7 | 81.9 | 92.5 | 93.5
